DENV2 CPE rescue: inhibitors of DENV2 cytopathic effect, primary screen, cell-based, plate reader, single concentration; DENV2-infected cells, cytopathic effect rescue; CPE inhibition, % at 9.99 µM; actives 1.7% (n = 350,000); AID 651640, 2012; in the data active = CPE inhibition above about 20%, passing the limit was not always enough; inconclusive = no clear call, values can overlap the other calls; tested in BHK-21 cells;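 note: 0% = median of neutral control wells and 100% = median of positive control wells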
LGR2 inh: inhibitors of bursicon-induced LGR2 CRE-luciferase signal, primary screen, cell-based, HEK293, CRE-luciferase reporter, bursicon stimulation | bursicon-stimulated, 4 h | inhibition, % at 9.99 µM | AID 720647, 2013 | actives 0.35% (n = 380,000) | Drosophila bursicon receptor LGR2 (rickets);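 active = drop in luminescence signal, shown as inhibition above about 50% in the replicate tests, limit read from the data, passing the limit was not always enough; inconclusive = probably only some replicates passing the limit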;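 note: agonist challenge used bursicon conditioned medium at about half maximal strength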
PAX8 reporter: inhibitors of PAX8-driven TPO luciferase reporter, primary screen, RMG-I cells, single concentration; SteadyGlo, 24 h; inhibition, % at 12.6 µM; actives 1.2% (n = 360,000); AID 652154, 2013;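 active = mean replicate inhibition at least 60% with every replicate also reaching 60%; inconclusive = only one of the two criteria is met; inactive = mean below 60% and not all replicates reaching 60%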;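 note: luciferase light reporting Pax8 driven TPO promoter activity; plate controls were median of neutral control wells for no effect and mitoxantrone controls for full effect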
ARNT TACC3 PPI: disruptors of ARNT/TACC3 protein interaction, primary screen, biochemical, AlphaScreen, single concentration | AlphaScreen His-ARNT PAS-B/GST-TACC3 binding, luminescence; TACC3 fragment carries E629A point mutation | inhibition, % at 9.99 µM | actives 0.66% (n = 390,000) | AID 623870, 2012;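 active = mean inhibition of replicates at least 50% and at least half of replicates each reaching 50%; inconclusive = half or more replicates reach 50% but mean below 50%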;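 note: 0% = complete ARNT plus TACC3 wells and 100% = ARNT alone without TACC3; many hits fall short of the cut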
CASP6 VEID inh: human caspase-6 inhibitors, primary screen, biochemical, VEID-R110 fluorescence, single point, set 2; purified caspase-6, Z-VEID-R110 cleavage fluorescence; inhibition, % at 12.5 µM; actives 0.53% (n = 350,000); AID 686996, 2013;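 active = mean inhibition across replicates at least about 35%, with every replicate also reaching that limit, limit read from the data; inconclusive = only one of the two criteria met; inactive = neither criterion met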;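 note: 0% = median of neutral control wells and 100% = no fluorescence left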
Target sequence (P55212 24-179 limits assumed): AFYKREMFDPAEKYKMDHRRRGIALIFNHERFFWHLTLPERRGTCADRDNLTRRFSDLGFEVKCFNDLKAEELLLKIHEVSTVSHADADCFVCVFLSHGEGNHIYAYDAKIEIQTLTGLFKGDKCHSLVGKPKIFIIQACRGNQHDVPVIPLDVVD
Target sequence (P55212 194-293 limits assumed): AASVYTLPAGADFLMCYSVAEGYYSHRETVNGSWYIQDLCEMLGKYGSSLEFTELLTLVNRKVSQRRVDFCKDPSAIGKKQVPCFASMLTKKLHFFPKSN
EWS-Fli block: EWS/Fli-driven NR0B1 reporter inhibitors, primary screen, A673 cells, NR0B1 luciferase, luminescence, MLPCN library. viability-normalised. inhibition, % at 12.6 µM. actives 0.67% (n = 350,000);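 active = mean inhibition of at least 50% after viability correction, with every replicate also passing that limit; inconclusive = mean reaches 50% but only one of two replicates passes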;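 note: firefly luciferase signal divided by Alamar Blue viability fluorescence both relative to DMSO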
SIRT5 block: SIRT5 desuccinylase inhibitors, primary screen, biochemical, fluorescence imaging, single point, set 5 | NAD-dependent protein deacylase sirtuin-5, mitochondrial (Homo sapiens), Q9NXA8 | Purified SirT5, succinyl-peptide AMC, trypsin-coupled fluorescence | inhibition, % at 15 µM | actives 1.1% (n = 330,000) | AID 652115, 2013; in the data active = inhibition above about 15%; inconclusive = no clear call, values can overlap the other calls
Target sequence (Q9NXA8 whole entry, looked up): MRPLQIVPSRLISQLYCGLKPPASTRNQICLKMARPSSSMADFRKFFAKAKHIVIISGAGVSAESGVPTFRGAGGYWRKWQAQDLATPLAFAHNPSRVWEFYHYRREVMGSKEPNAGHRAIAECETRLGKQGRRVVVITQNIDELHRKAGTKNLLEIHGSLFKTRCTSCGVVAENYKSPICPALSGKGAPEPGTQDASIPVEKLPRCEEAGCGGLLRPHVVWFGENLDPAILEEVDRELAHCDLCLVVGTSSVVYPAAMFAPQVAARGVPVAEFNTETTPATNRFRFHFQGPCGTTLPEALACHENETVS
Numbers without * were called inactive; ? = inconclusive; / = no result given; & = joins results of further samples. An excerpt, so the mix of outcomes need not match the whole.

Results follow in this order: DENV2 CPE rescue, LGR2 inh, PAX8 reporter, ARNT TACC3 PPI, CASP6 VEID inh, EWS-Fli block, SIRT5 block
- COCCN(C(=O)COC(=O)Cc1ccccc1)c1c(N)n(Cc2ccccc2)c(=O)[nH]c1=O
  -3, 0, 4, -11, 3, -2, -1
- O=C(CCN1CC2CCC(CC2)C1)c1cccs1
  3, ?, -6, 3, -3, -10, -6
- CCOC(=O)C(O)(c1ccc(NC(=O)c2ccc(Cl)c(Cl)c2)cc1)C(F)(F)F (stereo not given)
  15, /, 7, -5, 3, 1, -2
- CCN1CCN(c2ccc(NC(C)=O)cc2Cl)CC1
  -6, 5, -5, -1, 2, 6, 4
- CC(=NCCC1=CCCCC1)c1c(O)n(-c2ccccc2)c(=O)[nH]c1=O
  -6, 8, -6, /, -4, 2, 2
- CC1C=CCCC12C(=O)NC(=O)NC2=O (stereo not given)
  -5, 3, -16, 16, 0, -4, 2
- COc1cc2c(cc1OC)C1C(=O)c3ccc4c(c3OC1CO2)CC(C(C)C)O4 (stereo not given)
  -13, 19, 26, -3, -1, 23, /
- O=C(Cc1ccccc1)N1CCCCN2[C@H](C1)[C@@H](c1ccc(C#CC3(O)CCCC3)cc1)[C@@H]2CO
  1, -3, -18, -78, 2, 1, 1
- O=C1NCN(c2ccccc2)C12CCN(C(c1cc3ccccc3o1)c1nnnn1C1CCCCC1)CC2 (stereo not given)
  -2, 0, 10, /, 2, -18, -4
- O=C1CN=C(c2ccccc2)c2cc(Cl)ccc2N1
  -7, 3, /, 0, 5, -3, /
- CCN(CC)C(=O)c1ccc(NC(=O)c2sccc2-c2ccccc2)cc1
  4, 13, 3, -9, -1, -1, -2
- CN1OC[C@@H]2CN[C@H](c3ccccc3Br)C[C@@H]21
  ?, -25, -7, 3, 2, -9, -2
- CC/C(=N\N1CCCCCC1)c1c(O)n(-c2ccccc2C)c(=O)[nH]c1=O
  /, -15, 32, 2, /, /, /
- Cc1c(NP(=S)(C(C)(C)C)C(C)(C)C)c(=O)n(-c2ccccc2)n1C
  -5, /, -4, 0, -1, -1, 0
- COc1ccc(OC(=O)N(C)C[C@H]2OCc3ccccc3-c3c(n(C)c4ccccc34)C(=O)N([C@H](C)CO)C[C@@H]2C)cc1
  1, -1, /, /, 1, 6, 4
- COc1ccc(OC)c(N2C(=O)NC(=O)C3(Cc4cc(C)ccc4N(C)C3)C2=O)c1 (stereo not given)
  /, 4, 25, 0, 5, /, -5
- CN1CC[C@@]23CCCC[C@@H]2[C@@H]1Cc1ccc(O)cc13
  4, -27, -8, 3, -8, 1, -3
- CCN(CC)C(=O)c1ccc(NC(=O)c2ccc(-c3nn(C)c(=O)c4ccccc34)cc2)cc1
  4, -3, 7, -4, -6, -3, -2
- COc1ccc(C2N(c3cc(C)on3)C(=O)C3CCCN32)cc1 (stereo not given)
  5, 4, 19, /, 0, -12, -2
- COc1cc(CN2CCCC(C(=O)c3sccc3C)C2)cc(OC)c1O (stereo not given)
  18, 29, 8, 6, 3, -8, 4
- CC(C)c1ccc(-n2c(O)c(C=NCCN3CCNCC3)c(=O)[nH]c2=S)cc1
  -7, -8, 17, -6, -22, -8, -2
- Cc1ccc(N2C(=O)CC(=O)NC2=O)cc1
  -8, 0, /, -1, 7, 5, 1
- C1CCC(NC2CCCCC2)CC1
  12, -6, /, /, 2, -1, /
- Cc1ccc(NP(=O)(c2ccccc2)c2nc3ccccc3s2)cc1 (stereo not given)
  8, -16, 4, -10, -1, -10, -1
- COC(=O)C1=C(c2ccccc2OCc2ccccc2)C[C@@H]2CC[C@H]1N2C(=O)NCc1ccc(C(C)(C)C)cc1
  -3, 23, 53, 0, 0, 4, 1
- Nc1ncnc2c1ncn2[C@@H]1O[C@H](COP(=O)(O)CP(=O)(O)O)[C@@H](O)[C@H]1O
  -6, 33, -17, -3, 3, 9, 0
- Cc1ccc(-c2cc(-c3ccccc3)cc(-c3ccccc3)[n+]2-c2ccc(C(=O)O)cc2)cc1
  -8, -12, 12, /, 3, -7, -1
- CN1c2ccc([N+](=O)[O-])cc2CC2(C(=O)NC(=O)N(c3ccccc3)C2=O)C1c1ccccc1 (stereo not given)
  -5, /, 7, 5, 0, 11, 1
- COc1ccccc1N1C(=O)NC(=O)/C(=C/c2ccc3c4c(cccc24)CC3)C1=O
  /, 15, 4, -8, /, /, /
- C[C@]12CC[C@H](OS(=O)(=O)O)CC1=CC[C@@H]1[C@@H]2CC[C@]2(C)C(=O)CC[C@@H]12
  -5&-3&0, -15&-4&-19, -12&13&-1, -2&-1&-4, -5&6, 3&5&-4, -4&1&-4
- CC(=O)C1(c2ccccc2)CCN(C(=O)C2CCC(=O)N(CCc3cccc(F)c3)C2)CC1 (stereo not given)
  -2, 2, -3, -3, 0, /, -7
- COc1c(/C=C2/C(=O)NC(=O)N(C)C2=O)c(CCN(C)C(=O)c2ccccc2)cc2c1OCO2
  -11, /, /, 2, 2, -1, /
- O=C(Cc1ccccn1)N1CCCCN2[C@@H](CO)[C@H](c3ccc(C#Cc4ccccc4)cc3)[C@@H]2C1
  -3, -1, 7, 10, -4, -1, 2
- O=C(NCc1cccnc1)C(Cl)(Cl)Cl
  6, 2, -10, -1, 2, -9, -1
- COc1ccc(-n2c(Cc3cccc([N+](=O)[O-])c3)nc3ccccc3c2=O)cc1
  6, 18, -9, 3, -1, -10, -2
- COc1cccc(-n2c(O)c(C=NCCN3CCNCC3)c(=O)[nH]c2=S)c1
  -3, 12, -11, 0, -53, 5, 4
- COc1ccc(OC)c(-n2c(O)c(C=NCCN3CCNCC3)c(=O)[nH]c2=S)c1
  2, 4, 7, -19, -24, -1, 1
- CCOC(=O)c1c(C)n(C(C)C)c2ccc(OC(=O)c3ccc(N4C(=O)CCC4=O)cc3)cc12
  -5, -2, -7, -1, -1, -17, 2
- CC(CN(C)C1CCN(C)CC1)c1ccccc1 (stereo not given)
  -2, 6, 14, -9, -29, -9, 1
- CN1CCC(O)(c2ccccc2)C2CCCC21 (stereo not given)
  -8, -10, /, 2, -6, 2, -1
- C/C=C/c1ccc([C@@H]2[C@H](CO)N3CCCCN(C(=O)Cc4cccnc4)C[C@@H]23)cc1
  4, 6, 5, -10, 3, -4, -2
- Cn1cc(C(=O)NC2CC2)c2ccccc21
  11, 0, 13, -1, -15, 2, -2
- O=C(O)[C@@H]1[C@@H](CO)[C@@H]2Cn3c(ccc(-c4ccncc4)c3=O)[C@H]1N2C(=O)C1CCC1
  1, 27, /, -3, 0, -8, -45
- O=C1NCN(c2ccccc2)C12CCN(C(c1ccccc1)c1nnnn1-c1ccc3c(c1)OCCO3)CC2 (stereo not given)
  ?, 2, 15, /, 6, -28, -3
- Cc1cc(OC(=O)N(C)C)n(-c2ccccc2)n1
  -2, -8, 14, -23, 3, -5, 0
- O=C1NC(=O)N(c2ccccc2)C(=O)/C1=C\c1ccccc1[N+](=O)[O-]
  -1, /, 16, 2, -1, 4, -4
- CCC(=NCCC(c1ccccc1)c1ccccc1)c1c(O)[nH]c(=O)[nH]c1=O
  /, -29, -40, 1, /, /, /
- O=C(Nc1cccc(OC(=O)N2CCCCC2)c1)N1CCOCC1
  -4, 15, 13, /, -2, -7, -6
- Cn1c(N2CCNCC2)nc2ccccc21
  1, 0, /, 11, -6, 0, 1
- O=C(C1CC1)N1C[C@@H]2N[C@H](C1)[C@@H]2c1ccc(-c2ccncc2)cc1
  ?, 65*, 85*, /, -1, 80*, -2

Additional structures
Results follow in this order: DENV2 CPE rescue, LGR2 inh, PAX8 reporter, ARNT TACC3 PPI, CASP6 VEID inh, EWS-Fli block, SIRT5 block
- O=c1[nH]c(O)c(N=Nc2ccc(S(=O)(=O)N3CCOCC3)cc2)c(=O)[nH]1
  2, 18, 21, -2, -1, 0, -10
- Fc1ccc(CNCCc2ccccc2F)cc1
  -5, -3, 1, -6, -1, 5, 0
- O=C(O)[C@H]1[C@H](CO)[C@H]2Cn3c(ccc(C4=CCCCC4)c3=O)[C@@H]1N2C(=O)Cc1ccccn1
  12, -13, -5, 1, 3, -1, -19
- C/C=C/c1ccc(C2[C@@H]3CN(C(=O)CN(C)C)C[C@H]2N3)cc1 (stereo not given in full)
  2&5, 12&9, -18&-6, /, -1&2, -2&4, -1&13
- c1cc2c(cc1N1CCOCC1)CNCc1cnnn1-2
  0, -24, 6, /, -1, -11, -1
- COC(=O)C1=C(c2cc3ccccc3o2)C[C@@H]2CC[C@H]1N2C(=O)NCc1ccccc1
  -5, 25, 20, /, 1, 8, 1
- O=C(c1ccc(N2CC3CC(C2)c2cccc(=O)n2C3)c([N+](=O)[O-])c1)N1CCCCC1 (stereo not given)
  /, 14, -7, -4, /, /, /
- COC(=O)[C@H]1[C@H](CO)[C@H]2Cn3c(ccc(-c4ccncc4)c3=O)[C@@H]1N2CCc1ccccc1
  -17, -2, /, 20, -2, -70, 1
- CC(C)(C)n1cc(C(=O)c2ccccc2)cc1-c1ccccc1
  36*, -4, 4, -5, 0, 3, -4
- CC1(C)N=C(c2ccccc2)[C@@H]2C(c3ccc([N+](=O)[O-])cc3)N21 (stereo not given in full)
  -2, -6, 9, 2, 0, 5, -3
- CCn1c(O)c(/C=N/NC(=O)c2ccccc2)c(=O)[nH]c1=S
  14, 6, -21, 63*, -4, -9, -3
- Cc1ccc(OC(F)F)c(N2C(=O)C3C4CCC(O4)C3C2=O)c1 (stereo not given)
  -9, -6, 4, 6, -3, -4, -5
- CCC1(CC(C)C)C(=O)NC(=S)NC1=O
  -9, 18, -9, /, -1, -12, 1
- COc1ccc(C(O)P(=O)(OC(C)C)OC(C)C)cc1 (stereo not given)
  -4, /, -16, -6, 9, 14, 1
- COc1ccc(S(=O)(=O)N2CC3CC(C2)c2cccc(=O)n2C3)cc1 (stereo not given)
  1, -6, 15, -9, -3, -1, 0
- CC(N)Cc1c[nH]c2c1ccc1ccccc12 (stereo not given)
  -2, 0, 23, 1, 2, 6, -4
- CCOP(=O)(Cc1ccc(C#N)o1)OCC
  1, 6, 0, -1, -2, 8, 2
- CCCCN(Cc1ccccc1)C1CCN(CCc2ccccc2)CC1
  /, -9, 2, -1, /, /, /
- Cc1ccc(S(=O)(=O)NP(=O)(Oc2ccccc2)Oc2ccccc2)cc1
  1, 6, /, 0, -7, 14, 5
- CC(C)NCC(O)c1ccc(C2CCCC2)cc1 (stereo not given)
  /, -5, 7, -11, /, /, /
- O=C(c1ccc2c(c1)ncn2-c1ccc(F)cc1F)N1CCC2(CC1)OCCO2
  17, /, 20, -5, -4, 3, -4
- COc1cc2[nH]c(=O)n(-c3cccc(Cl)c3)c(=O)c2cc1OC
  /, /, -16, /, 3, /, -7

High-throughput results as filed in PubChem.
